Screens from PubChem.
SENP8 block: SENP8 (human) protease inhibition; inhibition, % at 20 µM; 360,000 compounds, 0.64% hits; recombinant SENP8, Nedd8 substrate fluorescence; Q96LD8; AID 602440; in the data active = inhibition mostly above about 40%, no sharp cut-off; inactive = mostly below about 27%
Target sequence (Q96LD8 whole entry, looked up): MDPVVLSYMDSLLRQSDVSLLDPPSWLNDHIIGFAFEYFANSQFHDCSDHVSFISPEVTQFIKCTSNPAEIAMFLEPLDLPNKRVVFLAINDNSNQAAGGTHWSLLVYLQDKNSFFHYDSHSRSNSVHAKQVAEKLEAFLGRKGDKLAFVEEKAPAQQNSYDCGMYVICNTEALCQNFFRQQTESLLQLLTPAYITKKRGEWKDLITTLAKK
SENP1 FRET inh: SENP1 (human) catalytic domain inhibition. inhibition, % at 10 µM. recombinant SENP1 catalytic domain, CyPet-SUMO1-YPet FRET cleavage. 360,000 compounds, 0.21% hits. Q9P0U3;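 active = inhibition at least 30% at 10 µM, raw YFP signal under a set limit, fluorescence ratio 0.5 to 1.5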;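 also: 0% = enzyme with DMSO and 100% = no enzyme wells; some results filed as inactive read as strong as hits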
Target sequence (Q9P0U3 419-644 limits assumed): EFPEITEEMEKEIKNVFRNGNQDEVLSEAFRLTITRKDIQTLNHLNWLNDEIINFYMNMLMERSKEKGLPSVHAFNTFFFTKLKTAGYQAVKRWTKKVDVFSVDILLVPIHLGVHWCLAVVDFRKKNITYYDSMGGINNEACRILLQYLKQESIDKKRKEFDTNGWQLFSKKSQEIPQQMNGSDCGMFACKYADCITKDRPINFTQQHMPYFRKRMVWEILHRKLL
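system = hSENP1 catalytic domain, recombinant | reagent = SFCypet-SUMO1-SFYpet substrate at 25 nM | doses = one dose per compound, 10 µM, 0.5% DMSO | incubation = enzyme reaction for 50 min at room temperature, dark | measured by = FRET, CFP and YFP emission | controls = no-enzyme low, enzyme-DMSO high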
The depositor's hits bear a star; i = inactive.

SMILES	SENP8 block	SENP1 FRET inh
CCOc1ccc(Cl)cc1-c1cc(C(=O)Nc2ccc(OC)cc2OC)[nH]n1	11	-1
CC(C)C[C@@H](COCc1cccc(C(F)(F)F)c1)N1CCN(C(=O)c2ccc(C(F)(F)F)cc2)CCC1=O	0	-6
CCNC(=O)C1(C)CCN(C(=O)c2ccccc2F)C1 (configuration not stated)	14	1
COc1cccc(-c2cnc3c(NC(C)=O)cc(-c4cc(OC)c(OC)c(OC)c4)cn23)c1	-325	-8
CC(=O)OC(C)C1C2=C(C(=O)CC1(C)O)C(=O)c1c(ccc(-c3ccc4c(c3O)C(=O)C3=C(C4=O)C(C(C)OC(C)=O)C(C)(O)CC3=O)c1O)C2=O (configuration not stated)	49*	26
CNc1ccc(-c2ccccc2CO)cn1	-492	0
COc1ccc(Br)c(Cn2c(C)c(C(=O)NCc3ccccc3C(F)(F)F)sc2=O)c1	8	-2
O=C(NC1CCCCC1)C(c1ccnc2ccccc12)n1c(=O)c(-c2ccco2)nc2ccccc21 (configuration not stated)	-448	-50
COC(=O)c1ccc(CN2C(=O)C(C)ON=C2c2ncccc2C)o1 (configuration not stated)	3	3
COC(=O)[C@]12CCCCC=C1N(CCC1=CCCCC1)C(=O)[C@H](CC(=O)NCc1cccs1)C2	13	0
CN(C)c1ccc(CN2CCC(C(=O)NC(c3ccc(Cl)cc3)c3cnccn3)CC2)cc1 (configuration not stated)	15	-2
CCOC(=O)/C(=C/c1ccc(N2CCC(c3ccccc3)=N2)cc1)C(C)=O	-394	-26
COc1ccc(/C=C/C(=O)OCC(=O)N2c3ccccc3CC2C)cc1 (configuration not stated)	2	0
CC(=O)Nc1cccc(OCc2ccc([N+](=O)[O-])cc2)c1	27	5
O=[N+]([O-])c1ccccc1S(=O)NCc1c(Cl)cccc1Cl (configuration not stated)	4	-1
CC(=O)Nc1ccc(NC(=O)C2(C)Cc3c(-c4ccccc4)ccnc3O2)cc1 (configuration not stated)	14	0
CNCc1cc(C)n(-c2cc(S(=O)(=O)N3CCOCC3)ccc2N2CCCC2)c1C	1	-10
Cn1c(=O)[nH]c(=O)c2c1nc(OC(=O)c1ccccc1)n2CC(O)COc1ccc(F)cc1 (configuration not stated)	6	4
COc1ccc(-c2cnc3c(c2)C(=O)N([C@H](C)CO)C[C@@H](C)[C@H](CN(C)Cc2ccccc2)O3)cc1	15	0
Cc1ccccc1C(=O)NC1CC2CCCC(C1)N2Cc1ccccc1Cl (configuration not stated)	8	0
CN(C)S(=O)(=O)n1cc(/C=C(\NC(=O)c2ccccc2)C(=O)N2CCCCC2)c2ccccc21	7	-5
CCOC1=C2CN(S(=O)(=O)c3ccc(C)cc3)C(c3ccccc3)CC2N(S(=O)(=O)c2ccccc2Cl)C(c2ccccc2)C1 (configuration not stated)	15	1
O=C(COc1cccc2ccccc12)Nc1ccc(Cl)cc1C(=O)O	-29	2
O=C1CCN(Cc2ccc(Cl)cc2Cl)C(=O)N1	3	4
CCCCC(=O)N(C)c1c(CC)nc2c(OCCC)cccn12	-4	-2
COc1cccc(NC(=O)CN(C)C(=O)/C=C/c2cn(-c3ccccc3)nc2-c2ccc(OC)c(OC)c2)c1	i	1
CCCCN1C(=O)C(CC(=O)NCc2cccs2)CC(C(=O)N(CC)CC)=C1C (configuration not stated)	2	0
CCCCCCOC(=O)CC1CC(C(C)=O)C1(C)C (configuration not stated)	9	0
Cc1ccc([C@H]2N[C@]3(CCCN(Cc4ccco4)C3=O)[C@H]3C(=O)N(C)C(=O)[C@@H]23)cc1	-10	-1
O=C(NC1CC1)c1cccc2c1C(=O)c1ccc(N3CCC(N4CCCCC4)CC3)cc1S2(=O)=O	10	69

Sorted by count of non-hydrogen atoms (highest first): part of the list above.
SMILES	SENP8 block	SENP1 FRET inh
COc1cccc(NC(=O)CN(C)C(=O)/C=C/c2cn(-c3ccccc3)nc2-c2ccc(OC)c(OC)c2)c1	i	1
COc1ccc(-c2cnc3c(c2)C(=O)N([C@H](C)CO)C[C@@H](C)[C@H](CN(C)Cc2ccccc2)O3)cc1	15	0
O=C(NC1CC1)c1cccc2c1C(=O)c1ccc(N3CCC(N4CCCCC4)CC3)cc1S2(=O)=O	10	69
CN(C)S(=O)(=O)n1cc(/C=C(\NC(=O)c2ccccc2)C(=O)N2CCCCC2)c2ccccc21	7	-5
Cn1c(=O)[nH]c(=O)c2c1nc(OC(=O)c1ccccc1)n2CC(O)COc1ccc(F)cc1 (configuration not stated)	6	4
Cc1ccc([C@H]2N[C@]3(CCCN(Cc4ccco4)C3=O)[C@H]3C(=O)N(C)C(=O)[C@@H]23)cc1	-10	-1
CC(=O)Nc1ccc(NC(=O)C2(C)Cc3c(-c4ccccc4)ccnc3O2)cc1 (configuration not stated)	14	0
Cc1ccccc1C(=O)NC1CC2CCCC(C1)N2Cc1ccccc1Cl (configuration not stated)	8	0
O=C(COc1cccc2ccccc12)Nc1ccc(Cl)cc1C(=O)O	-29	2
CCCCC(=O)N(C)c1c(CC)nc2c(OCCC)cccn12	-4	-2
O=[N+]([O-])c1ccccc1S(=O)NCc1c(Cl)cccc1Cl (configuration not stated)	4	-1
CCCCCCOC(=O)CC1CC(C(C)=O)C1(C)C (configuration not stated)	9	0
O=C1CCN(Cc2ccc(Cl)cc2Cl)C(=O)N1	3	4

Later entries:
SMILES	SENP8 block	SENP1 FRET inh
O=C(Nc1ccccc1)c1cc(C2CCCCN2S(=O)(=O)c2ccccc2)on1 (configuration not stated)	8	1
C[C@@H]1CN([C@H](C)CO)C(=O)CCCn2nncc2CO[C@H]1CN(C)C(=O)C1CCCCC1	24	1
O=C(NCCCN1CCCC1=O)C1CCN(S(=O)(=O)N2CCOCC2)CC1	17	1
CCOC(=O)C(C)N1c2cccc3cccc(c23)S1(=O)=O (configuration not stated)	i	-2
Cc1cc(=O)n2c3c(c4c(cc13)c(CN(C)C)cc(=O)n4C)OC2	-498	-3
OC(COc1cccc2ccccc12)CN1CCOCC1 (configuration not stated)	9	-1
Cc1cccc(C)c1NC(=O)C1c2ccccc2OCC(=O)N1CC(F)(F)F (configuration not stated)	0	1
CCOC(=O)C1=CCN(S(=O)(=O)c2ccc(C)cc2)C1c1cccc(Cl)c1 (configuration not stated)	14	4
O=C(OCc1cc(=O)c(OC(=O)c2ccccc2)co1)c1ccccc1	14	3
COc1ccccc1NS(=O)(=O)c1cc(C(=O)N2CCN(C(=O)c3ccco3)CC2)ccc1F	3	1
COC(=O)C[C@H]1C[C@H]2c3cc(NC(=O)C4CCOCC4)ccc3O[C@H]2[C@@H](CO)O1	-10	-1
Cc1cc(Cc2cc(C)c(O)c(CO)c2)cc(CO)c1O	4	2
Clc1cccc(Cc2c(C3CCCCC3)nc3c4ccccc4ccn23)c1	-132	-93
CCCNC(=O)C1(C)CCN(C(=O)c2cccc(Cl)c2)C1 (configuration not stated)	1	0
COc1cccc(OC)c1C(=O)N1CCN(Cc2c[nH]c3ccccc23)CC1	4	-2
C[C@H](CO)N1C[C@H](C)[C@@H](CN(C)S(=O)(=O)c2ccccc2F)Oc2ncc(Br)cc2C1=O	12	0
OC[C@@H]1CN(Cc2ccc(Cl)cc2)C[C@H](n2cnc3c(NCc4ccncc4)ncnc32)O1	0	-1
COc1ccccc1CNc1nc2cc(-c3ccccc3C)sc2c(=O)n1C	-25	1
O=C(O)C1C=Cc2ccccc2N1C(=O)c1ccccc1 (configuration not stated) (tested in a mixture with another compound)	9	-3
Cc1cc2c(=O)n(C)c(SCC(=O)Nc3ccc(F)cc3)nc2s1	7	1
CC(/C=N\NC(=O)CN1CCN(S(=O)(=O)c2ccc(C)cc2)CC1)=C\c1ccccc1	11	1
CC(C)NCC(O)COc1cccc2[nH]ccc12 (configuration not stated)	6	0
COc1ccc(C#Cc2cccc(-c3nc(C(=O)N4CCN(C)CC4)cc4c3[C@H](CCO)N(S(=O)C(C)(C)C)C4)c2)cc1OC (some centres not stated)	-43	1
O=C1NC[C@@H](CCCCN2C[C@H](Cc3ccc(O)cc3)N(CCC3CCCCC3)C(=O)C2=O)N(Cc2ccccc2)C1=O	21	1
C=CCNC(=S)N/N=C/c1ccc(C(C)(C)C)cc1	3	1
CCCN(C)C1CN(Cc2cn(Cc3ccc(C(F)(F)F)cc3)nn2)S(=O)(=O)C1 (configuration not stated)	22	2
CC(=O)c1ccc(N2CCN(c3ccc(C(F)(F)F)cn3)CC2)cc1	-128	2
CC1(C(=O)NC2CCCC2)CCC(=O)N1C1CCN(Cc2ccccc2)CC1 (configuration not stated)	11	2
CC[C@H](C)[C@H]1CNC(=S)N1CC1CCN(CC2CCC(C)CC2)CC1 (some centres not stated)	12	0
O=c1c(-c2cccs2)nc2ccccc2n1C(c1ccccn1)c1nc2ccccc2[nH]1 (configuration not stated)	-416	-110
O=C1/C(=C\c2cc([N+](=O)[O-])ccc2O)SC(=S)N1Cc1ccc(Cl)cc1	34	100
COc1ccc(-c2c(C(=O)c3ccccc3)[nH]c(N)c2C(=O)c2ccccc2)cc1OC	16	-1
C=CCn1c(=O)n2ncnc2c2c3c(sc21)CCCC3	-10	-1
CCCCCNC(=O)C(C1CC1)n1c(=O)c(-c2ccco2)nc2ccccc21 (configuration not stated)	-424	-62
CC1(C(=O)NCCC#N)CCN1C(=O)C1(c2ccccc2)CCCC1 (configuration not stated)	12	4
Cc1ccc(-c2cc3nc(NCCOc4ccccc4Cl)n(C)c(=O)c3s2)cc1	-119	0
CC(=O)NCCNc1nc2cc(-c3cccc(C(F)(F)F)c3)sc2c(=O)n1C	-134	0
C[C@@H]1CN([C@H](C)CO)C(=O)CCCn2nncc2CO[C@@H]1CN(C)S(=O)(=O)c1ccc(C#N)cc1	16	-2
CN(C(=O)c1ccc(NC(=O)Cc2cccc(NC(=O)C3CCCN(C(=O)C4CC4)C3)c2)cc1)C1CC1 (configuration not stated)	9	0
CCN(CC)C(=O)C1=C(C)N(CCCN2CCCC2=O)C(=O)C(CC(=O)NCCCCc2ccccc2)C1 (configuration not stated)	4	2
CCOC(=O)C1(C)CCN1C(=O)c1cc(C)n(C(C)(C)C)n1 (configuration not stated)	0	-1
Nc1c(Cl)cc(S(N)(=O)=O)cc1S(N)(=O)=O	5	4
Cc1ccc2cccc([N+](=O)[O-])c2n1	23	2
CCCC(=O)N1CCC1(C)C(=O)Nc1ccc2scnc2c1 (configuration not stated)	6	0
COC(=O)[C@@]1(Cc2ccc(F)cc2)[C@H]2c3cc(C(=O)N(C)C)n(CCc4c[nH]c5ccc(OC)cc45)c3C[C@H]2CN1C(=O)c1ccccc1	0	-1
O=C(c1ccc([N+](=O)[O-])cc1Cl)N1CCN(Cc2ccccc2)CC1	8	2
C/C=C/c1cccc(-c2nc(C(=O)N3CCN(C)CC3)cc3c2[C@@H](CCO)N(C(=O)NC(C)C)C3)c1	3	1
C(=Cc1cnc2ccccc2n1)c1ccc2c(c1)OCO2	-498	-39
NC(COCc1ccccc1)c1csc(Nc2nccc(C(F)(F)F)n2)n1 (configuration not stated)	-4	0
CCCN1C(=O)C(=O)N(CC(=O)N2c3ccccc3NC(=O)CC2C)C1=O (configuration not stated)	17	2
The list continues.
SMILES	SENP8 block	SENP1 FRET inh
COCCNC(=O)c1cc2c(Br)ccc(Br)c2nc1N	-35	-25
COc1ccc(-c2nc(=S)c3ccc4ccccc4c3[nH]2)cc1	-32	-18
O=S(=O)(c1c(F)cccc1F)N(CCc1ccc(F)cc1)C[C@@H](O)COCc1ccccc1	10	1
Clc1ccc(COn2ccnc2)cc1Cl	5	-2
O=C(NCC1CC1)Nc1ccccc1	15	3
Nc1cc(N)cc(Cc2ccccc2)c1	22	7
CCOCCCNC(=O)c1ccc(CN2CCc3ccccc3C2)cc1	19	-1
CCCCNC(=O)C[C@@H]1C[C@@]2(C(=O)OC)CCCCC=C2N(Cc2ccco2)C1=O	2	-1
N#Cc1ccc(C(=O)N2CCCCC2c2cc(C(=O)Nc3ccccc3Cl)no2)cc1 (configuration not stated)	6	0
CC1(C(=O)NS(=O)(=O)c2ccccc2Cl)CCN1C(=O)c1ccco1 (configuration not stated)	25	3
CN(CC(=O)Nc1ccc(Cl)cc1)C(=O)CN1C(=O)C2CCCCC2C1=O (configuration not stated)	18	5
Cc1cc(OCC(=O)O/N=C(\N)c2ccccc2)ccc1Cl	22	3
COc1ccc(NC(=O)Nc2nc(C(N)CC(C)C)cs2)cc1 (configuration not stated)	11	0
O=Nc1c(O)[nH]c2ccc(Cl)c(Cl)c12	13	-1
O=C(c1cc2c(c(-c3cccc(-c4ccncc4)c3)n1)[C@@H](CCO)N(C(=O)c1ccc3c(c1)OCO3)C2)N1CCOCC1	14	0
Cc1nnc(N/N=C\c2ccc(-c3ccccc3[N+](=O)[O-])o2)n1N	12	-17
CC1=NN(C(=O)c2ccc(C)o2)C(O)(c2ccccc2)C1 (configuration not stated)	16	2
CC1(C(=O)NS(=O)(=O)c2cccs2)CCN1C(=O)CCc1ccc(Cl)cc1Cl (configuration not stated)	22	3
CCc1nc2ccc(C(=O)NCc3ccccc3OC)cn2c1N(C)C(=O)Cc1ccccc1	-12	-2
Cc1noc(C)c1C(=O)N1CCC1(C)C(=O)NS(=O)(=O)c1ccc(C#N)cc1 (configuration not stated)	24	2
COc1ccc(S(=O)(=O)NCC(c2cccnc2)N2CCN(c3ccc(F)cc3)CC2)cc1C (configuration not stated)	23	4
Cc1nc(C(F)(F)F)ccc1C(=O)N1CCC1(C)C(=O)NCc1ccc(Cl)cc1 (configuration not stated)	11	4

Laid out differently: entries from further up
> Cc1ccc(-c2cc3nc(NCCOc4ccccc4Cl)n(C)c(=O)c3s2)cc1
  SENP8 block: -119
  SENP1 FRET inh: 0

> CC(=O)NCCNc1nc2cc(-c3cccc(C(F)(F)F)c3)sc2c(=O)n1C
  SENP8 block: -134
  SENP1 FRET inh: 0

These rows are one share of the data; the hit share may differ from the screen's.
